BL2 CD40 inh = CD40 pathway inhibition in BL2 cells; hit rate 0.94% among 83,000; inhibition, % at 10 µM; AID 1053188; BL2 NF-kB luciferase reporter, CD40L-induced, 4 h;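 active = mean inhibition of at least 50% with a set share of replicates also reaching that level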;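 note: 0% = neutral control wells and 100% = IKK inhibitor VII at 50 µM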
* = called active by the depositor; & = joins results of further samples; [ ] = remark or other dose. An excerpt; the hit share may differ from the screen's.

How did CC(C(=O)NCCN1CCOCC1)(c1ccccc1)c1ccccc1 do in these assays?
BL2 CD40 inh: 2.1

How did COc1ccc(CN2CCN(C(=O)c3ccccc3C(=O)c3ccccc3)CC2)cc1F do in these assays?
BL2 CD40 inh: 2.5

What do the screens show for `COc1ccc(NC(=O)Nc2ccc3c(c2)C(=O)N([C@@H](C)CO)C[C@H](C)[C@@H](CN(C)C(=O)Nc2ccc(F)cc2)OCCCC[C@H](C)O3)cc1`?
BL2 CD40 inh: -0.3

Results for COc1cccc(S(=O)(=O)N2C[C@@H]3N[C@H](C2)C3c2ccc(-c3cccc(C(=O)N(C)C)c3)cc2)c1 (stereo partly specified) ?
BL2 CD40 inh: 6.4&1.7

What do the screens show for `Cc1noc(C)c1NC(=O)Nc1ccc2c(c1)C(=O)N(C)[C@H]1CC[C@H](CC(=O)N[C@@H]3CCN(Cc4ccccc4)C3)O[C@H]1CO2`?
BL2 CD40 inh: -1.4[25 µM]

Results for CC(=O)N1C[C@@H]2C(c3ccccc3)[C@H](C1)N2C(C)=O (stereo partly specified) ?
BL2 CD40 inh: -0.7&1.5

How did C(=N\n1cnnc1)/c1ccc(OCc2ccccc2)cc1 do in these assays?
BL2 CD40 inh: -21.2

What do the screens show for `Cc1cc(C(=O)N2CCCC(Nc3ccc(C(C)C)cc3)C2)nn1C` (stereo unspecified)?
BL2 CD40 inh: 4.5

How did Cc1ccc2ncnc(Oc3ncccc3[N+](=O)[O-])c2c1 do in these assays?
BL2 CD40 inh: -29.6

How did Cc1nc(CCNC(=O)C2CCC(=O)N(Cc3cccc(F)c3)C2)sc1C (stereo unspecified) do in these assays?
BL2 CD40 inh: -3.4

Results for COc1ccc(OC(=O)CCc2c[nH]c3ccccc23)cc1 ?
BL2 CD40 inh: 3.0

Results for CCCCSc1nnc(CSc2nc3nc(C)cc(C)n3n2)o1 ?
BL2 CD40 inh: -2.5

Six compounds drawn at random from those above:
How did Cc1nc(CCNC(=O)C2CCC(=O)N(Cc3cccc(F)c3)C2)sc1C (stereo unspecified) do in these assays?
BL2 CD40 inh: -3.4

How did C(=N\n1cnnc1)/c1ccc(OCc2ccccc2)cc1 do in these assays?
BL2 CD40 inh: -21.2

Results for COc1ccc(OC(=O)CCc2c[nH]c3ccccc23)cc1 ?
BL2 CD40 inh: 3.0

Results for CCCCSc1nnc(CSc2nc3nc(C)cc(C)n3n2)o1 ?
BL2 CD40 inh: -2.5

How did COc1ccc(CN2CCN(C(=O)c3ccccc3C(=O)c3ccccc3)CC2)cc1F do in these assays?
BL2 CD40 inh: 2.5

What do the screens show for `COc1ccc(NC(=O)Nc2ccc3c(c2)C(=O)N([C@@H](C)CO)C[C@H](C)[C@@H](CN(C)C(=O)Nc2ccc(F)cc2)OCCCC[C@H](C)O3)cc1`?
BL2 CD40 inh: -0.3

Next structures follow.
What do the screens show for `Nc1nc(SCC(=O)c2c(N)n(C3CC3)c(=O)[nH]c2=O)n[nH]1`?
BL2 CD40 inh: 6.1

Results for COc1cccc(S(=O)(=O)N(C)C[C@H]2OCc3ccccc3-c3ccccc3C(=O)N([C@H](C)CO)C[C@H]2C)c1 ?
BL2 CD40 inh: 8.6[25 µM]

How did O=C(O)Cc1c(O)ccc2ccccc12 do in these assays?
BL2 CD40 inh: 6.5

Results for Cc1nc(C)c(C(=O)O)s1 ?
BL2 CD40 inh: 6.9

How did C[C@@H]1CN([C@@H](C)CO)S(=O)(=O)c2ccc(C#CC3CC3)cc2O[C@H]1CN(C)C(=O)CN(C)C do in these assays?
BL2 CD40 inh: -7.1[25 µM]

What do the screens show for `CCc1csc(N2[C@@H](C#N)[C@@H](c3ccc(-c4cccc(F)c4)cc3)[C@@H]2CO)n1`?
BL2 CD40 inh: -8.5

How did COc1cc(CNCc2cccs2)ccc1OCc1cccs1 do in these assays?
BL2 CD40 inh: -24.6

What do the screens show for `COCC#Cc1ccc([C@H]2[C@@H](CO)N3CCCCN(S(=O)(=O)c4ccccc4F)C[C@H]23)cc1`?
BL2 CD40 inh: -3.1[25 µM]

Results for Cn1c(=O)c2cc(NC(=O)NCc3ccc(Cl)cc3Cl)ccc2n1Cc1ccc(F)cc1 ?
BL2 CD40 inh: -83.0

How did O=C(C[C@@H]1CC[C@@H]2[C@H](COC[C@@H](O)CN2S(=O)(=O)c2ccc(Cl)cc2)O1)NCCN1CCCCC1 do in these assays?
BL2 CD40 inh: 1.2

Results for Cc1ccc(N2C(=O)c3ccccc3C2C(=O)c2ccc(O)cc2O)cc1 (stereo unspecified) ?
BL2 CD40 inh: -8.4

Results for COc1ccccc1C(=O)NCCc1nc2ccccc2n1C ?
BL2 CD40 inh: 2.4

What do the screens show for `CO[C@H]1CN(C)C(=O)c2cccc(C#N)c2OCC[C@H]2CC[C@H](OC)[C@@H](CN(C)C(=O)[C@H]1C)O2`?
BL2 CD40 inh: 3.6[25 µM]

How did O=C(N/N=C\c1ccc(F)cc1)c1ccc(F)cc1 do in these assays?
BL2 CD40 inh: -81.4

Results for COc1ccc(C)cc1NC(=O)C(c1ccccc1)N1CCN(CC(=O)NC2CC2)CC1 (stereo unspecified) ?
BL2 CD40 inh: -3.3

How did COc1cc2[nH]c(=O)c(C(=O)NCCCN3CCCCC3)c(O)c2cc1OC do in these assays?
BL2 CD40 inh: -5.2

What do the screens show for `CCOc1ccc(N2C(=O)CC(N3CCOCC3)C2=O)cc1` (stereo unspecified)?
BL2 CD40 inh: 7.9

Results for COc1cc(/C=N/NC(=O)c2ccc3nc[nH]c3c2)cc(OC)c1OC(C)=O ?
BL2 CD40 inh: -0.9

Results for CC1(C)CC(=O)c2cn3nc(C(F)(F)F)nc3nc2C1 ?
BL2 CD40 inh: 15.8

How did CC(CCc1ccccc1)NC(=O)c1ccc(-n2cncn2)c([N+](=O)[O-])c1 (stereo unspecified) do in these assays?
BL2 CD40 inh: -6.0

Results for N#C/C(=C/c1ccc(O)c(O)c1)C(=O)OCCc1cccs1 ?
BL2 CD40 inh: -35.6[25 µM]

How did CN(C)C(=O)[C@@H]1[C@@H](CO)[C@@H]2Cn3c(ccc(-c4ccccc4)c3=O)[C@@H]2N1C(=O)c1ccccn1 do in these assays?
BL2 CD40 inh: 2.7[25 µM]

How did Cc1ccc(NC(=O)CSCC(=O)Nc2ccccc2N2CCCC2)cc1 do in these assays?
BL2 CD40 inh: -6.8

Results for CC(C)NC(=O)Nc1cccc2c1O[C@H](CN(C)C(=O)Nc1ccccc1)[C@@H](C)CN([C@H](C)CO)C2=O ?
BL2 CD40 inh: -9.0[25 µM]

How did CC(NC(=O)CN1CCN(Cc2ccc(Cl)cc2)C1=O)c1ccc2c(c1)OCCO2 (stereo unspecified) do in these assays?
BL2 CD40 inh: 5.7

What do the screens show for `Cc1csc(NC(=O)C2=COCCO2)n1`?
BL2 CD40 inh: -42.9

What do the screens show for `COc1cccc(-c2ccc3nnc(SCC(=O)Nc4ccc(NC(C)=O)cc4)n3n2)c1`?
BL2 CD40 inh: 1.3

What do the screens show for `Cn1c(=O)n(C)c2cc([N+](=O)[O-])c(N3CCN(S(=O)(=O)c4ccccc4)CC3)cc21`?
BL2 CD40 inh: 6.6

How did O=C(CCn1c(=O)oc2ccccc21)NCc1ccc2c(c1)OCO2 do in these assays?
BL2 CD40 inh: 12.7

Results for O=C(O)/C=C\C(=O)NCc1cccnc1 ?
BL2 CD40 inh: 4.3

What do the screens show for `Cc1c(C(=O)N2CCN(Cc3ccccc3)CC2)sc2ncnc(N3CCOCC3)c12`?
BL2 CD40 inh: -0.7

What do the screens show for `CCCCOc1ccc(C(=O)NCC(=O)N2CC(C)OC(C)C2)cc1` (stereo unspecified)?
BL2 CD40 inh: 4.9

How did NC(=O)C1(Nc2ccc(-c3ccc(Cl)cc3)cc2)CCCC1 do in these assays?
BL2 CD40 inh: -51.6

How did CC(=O)N1[C@H](CO)[C@H](c2ccccc2)[C@H]1CNC(=O)c1ccncc1 do in these assays?
BL2 CD40 inh: -3.1[25 µM]

What do the screens show for `CCN(CC(=O)NC(C)(C)C)C(=O)c1cccc(S(=O)(=O)N2CC3(C)CC2CC(C)(C)C3)c1` (stereo unspecified)?
BL2 CD40 inh: 7.0

Results for Cc1c(C#N)c2ncnc(N)c2n1-c1ccccc1 ?
BL2 CD40 inh: 11.7

Results for CCc1noc(C)c1C(=O)N1CCN(c2cccc(C)c2C)CC1 ?
BL2 CD40 inh: -22.7

Results for COc1ccccc1CN1[C@@H]2CN(C(=O)C3CCOCC3)c3ccccc3[C@@H]2[C@@H]1CO ?
BL2 CD40 inh: 2.3[25 µM]

What do the screens show for `Cc1cc(NC(=O)CCc2ccc(-c3ccccc3)o2)no1`?
BL2 CD40 inh: 6.9

What do the screens show for `O=C(NCCCN1CCCC1)c1cccc(N2CCCC2=O)c1`?
BL2 CD40 inh: 4.2

What do the screens show for `Cc1ccc(S(=O)(=O)Nc2ccc3c(c2)C(=O)N([C@H](C)CO)C[C@@H](C)[C@@H](CN(C)S(=O)(=O)c2cccs2)OCCCC[C@H](C)O3)cc1`?
BL2 CD40 inh: 1.9[25 µM]

Results for COc1ccc(C(CNC(=O)CN2C(=O)NC(C)(c3ccc4ccccc4c3)C2=O)N2CCCC2)cc1 (stereo unspecified) ?
BL2 CD40 inh: 10.2

What do the screens show for `CCN1CCN(c2ccc(N3CCN(C(=O)c4ccc(Br)o4)CC3)nn2)CC1`?
BL2 CD40 inh: -1.2

What do the screens show for `O=S(=O)(c1cccs1)N1CCCCN2[C@H](C1)[C@H](c1ccc(/C=C/c3ccccc3)cc1)[C@@H]2CO`?
BL2 CD40 inh: 4.8[25 µM]

Results for CCN(CC)CCn1c2c(c(SCC(=O)Nc3ccccc3Cl)nc1=O)CCC2 ?
BL2 CD40 inh: 1.1

How did CCOC(=O)C(=Cc1ccc2c(c1)OCO2)c1ccccc1 do in these assays?
BL2 CD40 inh: -8.1

How did COc1ccc(NC(=O)COc2ccc3c(C)cc(=O)oc3c2)cc1S(=O)(=O)N1CCCCC1 do in these assays?
BL2 CD40 inh: 5.3

Results for O=C(c1cccc(S(=O)(=O)N2CCN(c3ccccc3)CC2)c1)N1CCCC(C(F)(F)F)C1 (stereo unspecified) ?
BL2 CD40 inh: 0.4

Results for COC(=O)C1CCN(C(=O)COc2ccc(S(=O)(=O)N3CCOCC3)cc2Cl)CC1 ?
BL2 CD40 inh: 9.9

Results for Cc1cc(C)cc(NC(=O)COc2coc(CN3CCc4ccccc43)cc2=O)c1 ?
BL2 CD40 inh: -2.6

What do the screens show for `N#C[C@@H]1[C@@H](c2ccc(C#Cc3cccnc3)cc2)[C@@H](CO)N1C(=O)C1CC1`?
BL2 CD40 inh: 3.0

How did COc1ccccc1-n1c(SCC(=O)NC(C)(C)C)nnc1-c1ccco1 do in these assays?
BL2 CD40 inh: 7.6

How did CN(C(=O)COC(=O)C(C)(C)Oc1ccc(Cl)cc1)c1c(N)n(Cc2ccccc2)c(=O)[nH]c1=O do in these assays?
BL2 CD40 inh: 1.4

What do the screens show for `O=C(C1CCOCC1)N1CC(=O)N2[C@H](CO)[C@@H](c3ccc(-c4cccnc4)cc3)[C@@H]2C1`?
BL2 CD40 inh: -8.8[25 µM]

What do the screens show for `C[C@H]1CCCCO[C@H](CN(C)C(=O)Nc2ccccc2)[C@@H](C)CN([C@@H](C)CO)C(=O)c2cc(NC(=O)Nc3ccc4c(c3)OCO4)ccc2O1`?
BL2 CD40 inh: -8.9

What do the screens show for `CO[C@H]1CN(C)C(=O)c2cc(NC(=O)Nc3ccccc3F)ccc2OC[C@@H](C)N(CCC(F)(F)F)C[C@@H]1C`?
BL2 CD40 inh: 12.2[25 µM]

What do the screens show for `COc1ccccc1N1CCN(c2ccc(Cl)nn2)CC1`?
BL2 CD40 inh: 9.0

Results for CN(C)C(=O)c1c(NC(=O)c2ccco2)sc2c1CCCCC2 ?
BL2 CD40 inh: 38.3

How did CCN(C(=O)COC(=O)c1c(-c2ccccc2)noc1C)C1CCS(=O)(=O)C1 (stereo unspecified) do in these assays?
BL2 CD40 inh: -0.1

How did CC(Sc1ccc2c(c1)OCCO2)C(=O)Nc1ccc(N2CCOCC2)cc1 (stereo unspecified) do in these assays?
BL2 CD40 inh: -4.6

What do the screens show for `NNC(=O)c1nc(-c2ccccc2)n2c1CCCCC2`?
BL2 CD40 inh: -2.2

Results for COCCNC(=O)C(=O)Nc1ccc2c(c1)N(S(=O)(=O)c1cccs1)CCC2 ?
BL2 CD40 inh: 15.0

Results for COc1ccc2c3c([nH]c2c1)[C@@H](CO)N(C(=O)CC1CC1)CC31CCN(C(=O)c2ccccc2)CC1 ?
BL2 CD40 inh: 8.4[25 µM]

What do the screens show for `Cc1cc(C)n(-c2ccc(C(=O)N3CCC(CO)(Cc4ccccc4)CC3)cc2)n1`?
BL2 CD40 inh: -16.4

How did CCNC1=C(Cl)C(=O)c2ccccc2C1=O do in these assays?
BL2 CD40 inh: -24.8

Results for O=C(C[C@@H]1CC[C@H]2NC[C@H](O)COC[C@@H]2O1)N1CCc2ccccc2C1 ?
BL2 CD40 inh: -6.7[25 µM]

What do the screens show for `O=C(O)CCCC(=O)Nc1c(F)c(F)c(F)c(F)c1F`?
BL2 CD40 inh: 2.0

What do the screens show for `COc1cc2nc(N(CCCN(C)C)C(=O)c3ccc(S(=O)(=O)N(C)C4CCCCC4)cc3)sc2cc1OC`?
BL2 CD40 inh: 7.2

What do the screens show for `N#C[C@@H]1[C@H](c2ccccc2-c2ccccc2F)[C@H](CO)N1C(=O)Cc1ccccc1`?
BL2 CD40 inh: -0.1[25 µM]

How did O=C(NCc1ccccc1)c1ccc(C(=O)NCc2ccccc2)cc1 do in these assays?
BL2 CD40 inh: 14.3

What do the screens show for `Cn1nnnc1CCOCCc1nnnn1C`?
BL2 CD40 inh: -1.3

Results for CC1CN(C(=O)COC(=O)c2ccc3ncsc3c2)CC(C)O1 (stereo unspecified) ?
BL2 CD40 inh: -1.2

Among those listed so far, these have a CF3 group.
Results for CC1(C)CC(=O)c2cn3nc(C(F)(F)F)nc3nc2C1 ?
BL2 CD40 inh: 15.8

Results for O=C(c1cccc(S(=O)(=O)N2CCN(c3ccccc3)CC2)c1)N1CCCC(C(F)(F)F)C1 (stereo unspecified) ?
BL2 CD40 inh: 0.4

What do the screens show for `CO[C@H]1CN(C)C(=O)c2cc(NC(=O)Nc3ccccc3F)ccc2OC[C@@H](C)N(CCC(F)(F)F)C[C@@H]1C`?
BL2 CD40 inh: 12.2[25 µM]

Screening results: PubChem, Broad Institute
